UTI89 phage lysis: protection from phage-mediated lysis, alamar blue read-out – E. coli UTI89, K1F phage, bacterial capsule biogenesis inhibitors (AID 488966); hit rate 0.02% among 340,000; one-dose inhibition, % at 100 µM; IC50 in µM for titrated hits; E. coli UTI89 K1F phage lysis, alamar blue, 2 h; higher % means a stronger effect;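 active means phage lysis inhibition, versus mean bacterial control, above a set limit; inconclusive means no clear call, values can overlap the other calls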;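 further: capsule biogenesis inhibitors block K1F phage lysis so surviving cells raise fluorescence; higher fluorescence means more inhibition of phage lysis; actives were called in the ten point dose series up to 300 µM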
SV40 large T antigen: SV40 large T antigen inhibitors, biochemical (AID 1903); SV40 large T antigen ATPase/helicase inhibition assay; higher % means a stronger effect; one-dose inhibition, % at 20 µM; IC50 in µM for titrated hits; hit rate 0.39% among 310,000; in the data active means a potency from the dose series; inconclusive means inhibition mostly from about 32% at the one dose, without a potency; inactive means the rest, 99 in 100 with inhibition below about 32%; further: strong numbers were not always called active
Rac1 GTP hydrolysis: MgcRacGAP GTPase-activating activity inhibitors, confirmation, biochemical, ADP Hunter fluorescence | one-dose inhibition, % at 30 µM; IC50 in µM for titrated hits | hit rate 0.6% among 340,000 | AID 624330 | MgcRacGAP-stimulated Rac1 GTP hydrolysis, ADP Hunter fluorescence; higher % means a stronger effect; GST-tagged Rac1 F28L mutant substrate;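 active means first-screen hits whose inhibition reached a set limit at any dose in the follow-up dose series; inconclusive means inhibition above the set first-screen limit but never retested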;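 further: fluorescence reports GDP produced by GAP-driven GTP hydrolysis; strong numbers were not always called active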
Myeloid diff MLP: myeloid differentiation induction | hit rate 1% among 360,000 | calls only at 10 µM | ER-HoxA9 myeloid progenitors, lysozyme-GFP differentiation, flow cytometry;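 active means normalized GFP-positive differentiation at or above the plate's own cutoff, the solvent-only control mean plus 3 SD; inconclusive means no clear call, values can overlap the other calls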;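 further: cells exposed to compound for four days before flow analysis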
T cell HTS: modulates CD8 T cell binding to vesicles | 2C CD8+ T cell-vesicle binding, flow cytometry; active compounds read low | calls only at 7 µM | hit rate 0.068% among 330,000 | AID 2052;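 active means response, share of CD8 T cells binding vesicles, and their 90th percentile fluorescence all below set limits, cut at about 80% in these data, passing the limit was not always enough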
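Read-out – percent CD8+ FL2 mean versus row control · System – murine 2C transgenic CD8+ T lymphocytes · Times – 1.5 h cell–vesicle binding at 37 °C, then 20 min icy labelling · Control set – naked vesicles low, QL9 vesicles with vehicle high · Detection – cytometric PE anti-B7-1 and Alexa647 anti-CD8 signals after 1% paraformaldehyde fixation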
RSV antiviral HEp-2: RSV antiviral activity via CPE protection, HEp-2 cells, primary 10 µM value included (AID 2391); HEp-2 cells, RSV-induced CPE inhibition; higher % means a stronger effect; one-dose CPE inhibition, % at 10 µM; IC50 in µM for titrated hits; hit rate 0.13% among 310,000; in the data active means a potency from the dose series; inconclusive means CPE inhibition mostly from about 23% at the one dose, without a potency; inactive means the rest, 99 in 100 with CPE inhibition below about 21%; further: strong numbers were not always called active
TNAP activation fold: stimulation of alkaline phosphatase TNAP activity – biochemical, luminescent, no phosphate acceptor, uHTS, primary screen (AID 1001); hit rate 0.03% among 200,000; purified TNAP, luminescent activation assay, no phosphate acceptor; higher activation fold means a stronger effect; one-dose activation fold at 20 µM; EC50 in µM for titrated hits; in the data active means activation fold from about 3, or a potency from the dose series; inactive means the rest, 99 in 100 with activation fold below about 1.6; further: many of its hits are not listed in these tables
NTR1 ag: agonists of NTR1, primary screen, imaging, U2OS cells, beta-arrestin-GFP, high content (AID 493036); P30989; NTR1-U2OS beta-arrestin-GFP spot imaging, agonist mode; activation, % at 20 µM; hit rate 0.17% among 330,000;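 active means activation at or above 40% of the spot to cytoplasm intensity ratio, with at least 20 cells analyzed; inconclusive means wells under 20 cells, flagged as cytotoxic or low count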;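 further: 0% = DMSO without peptide and 100% = 100 nM NTR1 peptide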
Target sequence (P30989 whole entry, looked up): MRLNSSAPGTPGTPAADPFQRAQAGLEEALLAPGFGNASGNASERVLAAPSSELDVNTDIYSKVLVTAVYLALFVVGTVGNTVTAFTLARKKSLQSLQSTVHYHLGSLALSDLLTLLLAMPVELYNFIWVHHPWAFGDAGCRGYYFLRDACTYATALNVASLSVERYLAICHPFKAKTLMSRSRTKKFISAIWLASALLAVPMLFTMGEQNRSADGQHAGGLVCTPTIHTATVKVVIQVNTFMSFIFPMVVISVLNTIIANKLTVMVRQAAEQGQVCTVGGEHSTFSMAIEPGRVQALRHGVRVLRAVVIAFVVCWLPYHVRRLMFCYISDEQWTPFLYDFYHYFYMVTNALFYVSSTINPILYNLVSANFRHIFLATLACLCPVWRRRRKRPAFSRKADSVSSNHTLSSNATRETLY
PhoP inhibition: inhibitors of PhoP regulon expression, primary screen, Salmonella Typhimurium, GFP reporter (AID 1863); S. Typhimurium PhoP-regulated promoter GFP reporter, 4 h; higher % means a stronger effect; hit rate 0.16% among 300,000; inhibition, % at 50 µM, or IC50 in µM where a hit was titrated;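 active means inhibition over 29.93%, a cutoff 3 SD above the screen mean, later confirmed by dose response; inconclusive means inhibition over 29.93% but no dose response follow-up; inactive means inhibition at most 29.93% or unconfirmed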;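 further: 0% = low Mg2+ inducing control and 100% = high Mg2+ repressing control; strong numbers were not always called active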
T cell HTS vesicle-bound %: further read-out of T cell HTS, marked with its call; double positive events, %; measured here: CD8+ vesicle-bound cell fraction;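 binding gate set so that unloaded-vesicle control wells show 10% double positive cells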
NTR1 ag cell count 20 µM: further read-out of NTR1 ag, marked with its call; cell count; measured here: cell count, cytotoxicity flag
Myeloid diff MLP GFP+ MAC1+ %: recorded beside Myeloid diff MLP, whose call it bears; GFP+ MAC1+ double positive, %; measured here: differentiation confirmed by MAC1 staining
An asterisk follows results filed as active; i = inactive; u = inconclusive; x = no result given; + = active, no number; [ ] = another dose, or the depositor's remark.

SMILES	UTI89 phage lysis	SV40 large T antigen	Rac1 GTP hydrolysis	Myeloid diff MLP	Myeloid diff MLP GFP+ MAC1+ %	T cell HTS	T cell HTS vesicle-bound %	RSV antiviral HEp-2	TNAP activation fold	NTR1 ag	NTR1 ag cell count 20 µM	PhoP inhibition
O=C(NCCO)C(=O)NCC1OCCCN1S(=O)(=O)c1cccs1 (centres undefined)	-1.4%	4%	-1%	i	1.5	i	25	1.2%	1.1	1.9	43	-8%
CCOC(=O)Cc1csc(NS(C)(=O)=O)n1	0.5%	2%	-4%	i	2.6	i	50	-0.5%	1.1	1.3	38	-5%
Cc1[nH]nc2c1C(c1c[nH]c3ccccc13)C(C#N)=C(N)O2 (centres undefined)	x	13%	x	i	0.3	i	15	2.6%	x	0.1	54	9%
Cc1nc2c(cnn2-c2ccccc2)c(=O)[nH]1	-0.2%	11%	9%	i	0.2	i	5	3.2%	1.1	0.2	37	1%
COc1ccc(-c2cc(C(F)(F)F)nc(NCc3cccs3)n2)cc1	1.1%[50 µM]	7%	-6%	i	0.3	i	13	15%	1.1	12	70	-5%
O=C(COC(=O)c1ccccc1Cl)NC1CCCCCCC1	1.4%[50 µM]	x	5%	i	0.8	x	x	x	x	3.0	62	x
CCCn1c(SCC(=O)Nc2c(CC)cccc2CC)nnc1C(C)C	8.6%	25%	6%	i	0.7	i	13	1.6%	1.1	-2.3	94	-3%
O=C(O)C1=C[C@H](c2ccccc2)C[C@H](OCCCCO)O1	-0.4%	21%	4%	i	1.9	x	x	0.9%	x	-0.5	60	x
CCOc1ccc(N(C(C)C(=O)Nc2ccc(OC)cc2)S(C)(=O)=O)cc1 (centres undefined)	0.0%	7%	10%	i	1.0	i	39	5.3%	1	-0.3	39	0%
COc1ccc(N2C(=O)CN(Cc3ccc(OC)c(OC)c3)C2=S)cc1	2.9%	21%	-3%	i	0.1	i	14	-1.3%	1	-2.1	58	-4%
Cc1cccc(Nc2nnc(SCC3CCCCO3)s2)c1C (centres undefined)	1.6%[50 µM]	7%	5%	i	0.1	i	24	u	1.3	3.8	65	1%
Cc1c(NS(=O)(=O)c2ccc(S(=O)(=O)c3ccccc3)s2)c(=O)n(-c2ccccc2)n1C	-1.7%	11%	8%	i	0.4	i	54	2.5%	x	0.5	39	-11%
CCOc1cc(/C=N/NC(=O)c2cccnc2)ccc1OC(=O)c1ccco1	-1.3%	4%	-13%	i	1.0	i	44	-0.3%	1.1	1.1	40	-3%
Oc1ccc(O)c(Cc2nc3ccccc3[nH]2)c1	-2.6%	u	-1%	i	0.3	i	54	1.1%	1	-0.3	32	-7%
Cc1ccc(-c2csc(NC(=O)C[n+]3cc(-c4ccc(C)cc4)n4c3CCC4)n2)cc1	-1.8%	10%	-2%	i	1.9	i	37	17%	x	4.5	52	50µM*
O=C(CN1CCN(c2ccccc2F)CC1)NC(=O)NC1CCCCC1	-0.4%	x	2%	i	0.4	i	36	x	x	-0.1	69	x
O=C(O)c1cc(-c2ccccc2)n(-c2ccccc2C(=O)O)n1	1.3%	29%	6%	i	1.2	i	27	1.5%	1.1	4.0	69	-8%
OC(COc1ccc(Br)cc1)CN1CCC(Cc2ccccc2)CC1 (centres undefined)	0.2%	9%	13%	i	0.2	i	31	0.1%	x	0.4	70	-2%
C#CCOCCOCCOCCNc1nc(N2CCN(C(=O)CCCCCCCCCCNC(=O)Cn3cc(CCCCCN)nn3)CC2)nc(N2CCN(C(=O)CCCCCCCCCCNC(=O)[C@@H](CCSC)n3cc(CCO)nn3)CC2)n1	-1.4%	4%	u	i	1.4	i	44	3.3%	x	1.0	90	-5%
CSc1ccc(S(=O)(=O)NCC(=O)OCC(=O)N(C)CC(=O)Nc2ccccc2Cl)cc1[N+](=O)[O-]	0.3%[50 µM]	11%	-1%	i	0.6	i	48	1.4%	x	0.1	50	8%
CCOc1ccc(C(=O)NC(=S)Nc2ccc(NC(=O)C(C)C)cc2)cc1[N+](=O)[O-]	1.3%	5%	6%	i	0.5	i	41	2.6%	1	2.9	56	2%
O=C(/C=C/c1cn(-c2ccccc2)nc1-c1cccnc1)c1ccco1	-0.5%	0%	2%	i	0.9	i	9	3.0%	1.1	6.0	52	9%
CCCc1cc(Nc2ccc(C)cc2)n2ncnc2n1	-1.9%	12%	-20%	i	0.4	i	56	1.6%	x	0.9	70	-4%
S=C(Nc1cccnc1)N1CCCCC1	0.3%	31%	-1%	i	0.3	i	23	1.2%	1.1	0.5	60	-3%
CC1(C)CC[C@]2(C(=O)O[C@@H]3O[C@H](CO)[C@@H](O)[C@H](O)[C@H]3O)CC[C@]3(C)C(=CCC4[C@@]5(C)CC[C@H](O[C@@H]6O[C@H](C(=O)O)[C@@H](O[C@H]7OC[C@@H](O)[C@@H](O)[C@@H]7O)[C@H](O)[C@H]6O)C(C)(C)C5CC[C@]43C)[C@@H]2C1 (some centres undefined)	2.6%	x	9%	i	2.2	i	29	x	x	-2.1	69	x
Additional compounds follow:
SMILES	UTI89 phage lysis	SV40 large T antigen	Rac1 GTP hydrolysis	Myeloid diff MLP	Myeloid diff MLP GFP+ MAC1+ %	T cell HTS	T cell HTS vesicle-bound %	RSV antiviral HEp-2	TNAP activation fold	NTR1 ag	NTR1 ag cell count 20 µM	PhoP inhibition
C/C(=N\Nc1nc2ccccc2[nH]1)c1ccc2c(c1)OCO2	-5.0%	14%	29%	x	x	i	19	-2.0%	2.7	-0.9	18	7%
COc1ccc(-c2nc3ncccc3o2)cc1NC(=O)c1ccco1	0.1%	20%	6%	i	1.6	i	35	1.5%	x	3.5	44	0%
CC(C)OCCCN(C)C1CCN(S(=O)(=O)c2ccc(-c3cc(C(F)(F)F)no3)s2)CC1	-2.9%	4%	8%	+	1.7*	i	60	-1.1%	x	3.3	69	-7%
COc1ccc(CN=C2NN=C(c3ccccc3)CS2)cc1	0.7%	7%	20%	i	0.3	i	64	-0.8%	1.1	0.9	58	-9%
CCn1cc(Br)c(C(=O)Nc2cccc(SC)c2)n1	0.2%	0%	3%	i	0.9	i	23	-0.4%	1.1	0.6	42	-9%
CN1CC(=O)N(C)c2nc(Br)n(C)c2C1=O	1.8%	-2%	-3%	i	1.1	i	4	0.8%	1.1	2.2	53	-10%
O=C(c1ccco1)N1CCN(S(=O)(=O)c2ccc(Br)cc2)CC1	-0.1%	4%	9%	i	0.7	i	61	3.9%	x	-1.1	84	-1%
COc1ccc(CNC(=O)C2(CC3CC(c4ccccc4)=NO3)CCN(C(=O)C3(C)CC3)CC2)cc1 (centres undefined)	-0.3%	12%	4%	i	1.3	i	10	3.5%	x	0.8	86	x
COc1ccc(CCNC(=O)COC(=O)/C=C/c2cccs2)cc1	0.8%	9%	1%	i	0.4	i	14	2.9%	1.1	-1.5	53	-7%
COCCCNC(=O)c1oc2ccc(S(=O)(=O)N(C)C3CCCCC3)cc2c1C	2.6%	1%	6%	i	0.7	i	27	7.7%	1.1	1.8	85	-12%
COC(=O)C1CC(O)CN1C(=O)NC1CCCCC1 (centres undefined)	x	2%	x	x	x	i	59	-1.0%	1.1	0.5	42	-7%
CC(C)(C)[C@H]1COC(=O)[C@@H](Cc2ccc(F)cc2)CC/C=C/C[C@@H](CC(=O)N[C@@H](CO)Cc2ccccc2)C(=O)N1	3.1%	x	10%	i	1.0	i	28	x	x	7.8	56	x
Cc1c(S(=O)(=O)N2CCCC(C(=O)O)C2)cnn1C (centres undefined)	0.3%	11%	11%	i	0.2	i	52	-0.6%	1	-0.1	46	3%
CCOc1ccccc1C(=O)NC1CC2CCCC(C1)N2C1CC1 (centres undefined)	0.8%	9%	6%	i	0.6	i	23	0.9%	1.1	3.4	83	13%
CCCN(CC1CC1)C(=O)COC(=O)c1ccc(CNS(=O)(=O)c2ccc(F)c(Cl)c2)cc1	1.8%	4%	3%	i	0.5	i	36	2.2%	1.1	9.8	62	-11%
C=CCc1c(C)nc2ccc(C(=O)OCC)cc2c1Cl	2.4%	0%	7%	i	0.3	i	32	7.0%	1	7.4	44	1%
CCNc1nc(NC(C)C)nc(Oc2ccc(OCCOc3ccccc3)nn2)n1	0.2%	5%	0%	i	9.8	i	8	0.3%	1.1	1.4	54	3%
O=[N+]([O-])c1cccc(-c2nnc(-c3ccccc3)o2)c1	0.2%	x	1%	u	x	i	33	0.0%	1	0.4	49	x
Cc1sc2nc3ccc(NCc4ccco4)nn3c(=O)c2c1C	0.5%	9%	24%	+	4.5*	i	41	1.6%	1	1.5	64	-2%
COc1ccccc1NCc1nnc(-c2ccccc2)o1	0.0%	8%	9%	i	0.5	i	66	3.1%	x	0.0	54	-4%
COc1cc([N+](=O)[O-])ccc1NC(=O)CN1CCCC1	0.6%	21%	3%	i	0.6	i	25	1.9%	1.1	2.7	60	3%
Cc1nn(C2CCS(=O)(=O)C2)c(Cl)c1/C=C/C(=O)OCC(N)=O (centres undefined)	0.9%[50 µM]	8%	7%	i	0.4	i	38	0.2%	x	2.0	70	-8%
O=C(CN1C(=O)NC(Cc2c[nH]c3ccccc23)C1=O)Nc1ccc(F)cc1F (centres undefined)	-1.1%	x	1%	i	1.4	i	31	x	x	0.9	46	x

Arranged by SMILES length (rising): some entries from above
SMILES	UTI89 phage lysis	SV40 large T antigen	Rac1 GTP hydrolysis	Myeloid diff MLP	Myeloid diff MLP GFP+ MAC1+ %	T cell HTS	T cell HTS vesicle-bound %	RSV antiviral HEp-2	TNAP activation fold	NTR1 ag	NTR1 ag cell count 20 µM	PhoP inhibition
COc1cc([N+](=O)[O-])ccc1NC(=O)CN1CCCC1	0.6%	21%	3%	i	0.6	i	25	1.9%	1.1	2.7	60	3%
O=C(c1ccco1)N1CCN(S(=O)(=O)c2ccc(Br)cc2)CC1	-0.1%	4%	9%	i	0.7	i	61	3.9%	x	-1.1	84	-1%
CCNc1nc(NC(C)C)nc(Oc2ccc(OCCOc3ccccc3)nn2)n1	0.2%	5%	0%	i	9.8	i	8	0.3%	1.1	1.4	54	3%
Cc1nn(C2CCS(=O)(=O)C2)c(Cl)c1/C=C/C(=O)OCC(N)=O (centres undefined)	0.9%[50 µM]	8%	7%	i	0.4	i	38	0.2%	x	2.0	70	-8%
